Epigenetic reg: epigenetic control regulation, reporter derepression; murine LDR cells, GFP reporter derepression, 30 h; Potency, µM (highest dose often 53.9 µM), for the others: at the top dose GFP activation, hits mostly activators; actives 0.2% (n = 280,000); note: % of control where 0% means no effect; nearly all actives have a fitted effect of over 60% in size
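Murine LDR cells carrying a silenced, genomically integrated CMV-driven GFP reporter were exposed to compound for 30 hours at 37 C. After PBS washes, GFP-positive cells (20–120 um objects) were counted by laser-scanning microplate cytometry.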
Tau fluor cs: counter-screen for tau fibril formation inhibitors; tau K18 P301L (four-repeat tau fragment) Alexa594 fluorescence, heparin fibrillization; Potency, µM (doses to about 57.7 µM), for the others: at the highest dose activity change, negative = decrease; actives 0.93% (n = 280,000); note: % is set by controls: 0 for no effect and ±100 for the full control effect; nearly all actives have a fitted effect of over 55% in size
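Human K18 P301L tau (15 uM unlabeled plus 0.24 uM Alexa 594-labeled, final) in 100 mM sodium acetate pH 7 was mixed with compound and 20 uM heparin and incubated 6 hr at 37 C.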
GAA glycogen mod: GAA glycogen-cleavage inhibition or activation; actives 0.38% (n = 300,000); Potency, µM (titrated, usually from 76.4 µM), for inactives: top-dose activity change, negative = inhibition, usual class: inhibitors; recombinant GAA, glycogen substrate, Amplex Red glucose oxidase fluorescence; P10253;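 note: 0% = full enzyme reaction and -100% = no-enzyme basal signal; the screen sought inhibitors and activators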
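Natural-substrate format: glycogen cleavage by 4 nM human enzyme, glucose read by Amplex Red coupling (Ex 573, Em 610 nm). Normalized to enzyme and no-enzyme controls.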
* marks the source's active call; other numbers are inactive results; u = inconclusive; x = not tested or not shown; & = joins results of further samples; [ ] = dose if it differs, or a comment. Calls come from the whole dose curve; as a rule, active = well fitted curve in the direction sought with a large enough effect; inconclusive = small, poorly fitted or top-dose-only effect, or another doubt; inactive = no such curve, though single readings can be large; an effect the other way counts as inactive or inconclusive. Potency is the fitted concentration of half-maximal effect. Not all compounds are listed. The share of hits here may be higher or lower than overall.

Results follow in this order: Epigenetic reg | Tau fluor cs | GAA glycogen mod
> CCn1c(=O)cc(OCC(=O)Nc2cc(OC)c(OC)c(OC)c2)c2ccccc21
  0.0% | u | -10%[76.3 µM]
> CCNC(=O)CC1C(=O)N(c2ccccc2)C(=O)N1Cc1ccc(F)cc1 (centres undefined)
  -1.1% | -4% | -4%[76.3 µM]
> CC(=O)Nc1nonc1-c1nnc(SCc2ccccc2F)n1C
  -2.4% | -5% | 16%[76.3 µM]
> COc1cccc(CCNC(=O)c2c(O)nc3c(C)cccn3c2=O)c1
  -1.6% | -18% | -12%[76.3 µM]
> O=S(=O)(c1ccc(Cl)cc1)c1nc(-c2ccccc2F)oc1NCc1ccccc1
  -3.4% | -29% | -5%[76.3 µM]
> COc1cc(C2CC(=O)Nc3cc4c(cc32)OCO4)cc(OC)c1O (centres undefined)
  5.4% | -8% | -17%[76.3 µM]
> CC(NC(=O)c1cc2sccc2n1Cc1ccc(F)cc1)c1ccccc1 (centres undefined)
  7.0% | -8% | -12%[76.3 µM]
> COc1ccc(NC(=O)c2c(C)oc3ccc(O)c(CN4CCCC(C)C4)c23)cc1Cl (centres undefined)
  -0.8% | -23% | -4%[76.3 µM]
> COC(=O)c1c(C)nn(-c2ccc(F)cc2)c1-n1cccc1
  -1.3% | -1% | 5%[76.3 µM]
> CCC(=O)N1CCc2cc(S(=O)(=O)NC(Cc3ccccc3)C(=O)NCc3ccccc3OC)ccc21 (centres undefined)
  -3.1% | -2% | 14%[76.3 µM]
> Cc1noc(-c2ccccc2OCC(=O)Nc2cccc([N+](=O)[O-])c2)n1
  -1.2% | -29% | u
> CCNC(=O)CC1C(=O)N(c2ccc(F)cc2)C(=O)N1Cc1ccc(OC)c(OC)c1 (centres undefined)
  8.9% | -12% | u
> COc1ccc2cc3cc(C(=O)N4CCN(c5cccc(C(F)(F)F)c5)CC4)sc3nc2c1
  2.6% | -7% | -6%[76.3 µM]
> Cn1c(=O)oc2cc(S(=O)(=O)NC(Cc3ccccc3)C(=O)NCc3ccc(F)cc3)ccc21 (centres undefined)
  0.0% | 7% | 19%[76.3 µM]
> COC(=O)Cn1c(=O)c2c(nc3n2CCN3c2cccc(C)c2)n(C)c1=O
  1.1% | -11% | 13%[76.3 µM]
> Cc1ccccc1NC(=O)CSc1nnc(COc2ccc(Cl)cc2)o1
  -2.0% | u | 5%[76.3 µM]
> Cc1ccccc1CNC(=O)c1oc2c(c1C)-c1nn(Cc3ccc(Cl)cc3)cc1CC2
  0.8% | -27% | -8%[76.3 µM]
> COc1ccc(S(=O)(=O)c2c(O)c3ccc(C(=O)NCc4ccccc4)cc3[nH]c2=O)cc1
  -1.4% | 2% | -7%[76.3 µM]
> CCCS(=O)(=O)Nc1cc(-c2cn3ccc(C)cc3n2)ccc1C
  -1.8% | -9% | -9%[76.3 µM]
> Cc1ccc(NC(=O)c2sc3ccccc3c2Cl)cc1
  0.0% | -8% | 0%[76.3 µM]
> COc1cccc(S(=O)(=O)N2CCN(Cc3ccc4c(c3)OCO4)CC2)c1
  -1.3% | -19% | -3%&12%[76.3 µM]
> CCc1ccc2nc(N3CCC(C(=O)O)CC3)sc2c1
  0.0% | 7% | -4%[76.3 µM]
> Cc1coc2c(C)c3oc(=O)c(CC(=O)N4CCCCC4)c(C)c3cc12
  -1.6% | -7% | 3%[76.3 µM]
> COc1ccc(CCNC(=O)c2cc(Nc3cc(C)cc(C)c3)nc3ccccc23)cc1OC
  1.3% | u | 4%[76.3 µM]
> CC(C)CCNC(=O)c1ccc(Cn2c(=O)c3cccn3c3cccnc32)cc1
  u | -8% | 23%[76.3 µM]
> COc1cccc(C(=O)Nc2ccc3oc(-c4ccc5ccccc5c4)nc3c2)c1
  0.0% | -27% | 10%[76.3 µM]
> CCN1CCSc2ccc(C(=O)NCc3cccc(F)c3)cc21
  1.4% | u | u
> Cc1ccccc1CSCCNC(=O)CN(c1ccccc1)S(=O)(=O)N(C)C
  -1.0% | -24% | 13%[76.3 µM]
> COc1cccc(C2c3c(-c4ccccc4O)n[nH]c3C(=O)N2CCc2ccc(OC)c(OC)c2)c1 (centres undefined)
  -1.9% | u | -3%[76.3 µM]
> Cc1ccccc1-n1c(/C=C/c2c(C)n(C)c3ccccc23)nc2ccccc2c1=O
  u | u | 11%[76.3 µM]
> COc1ccc(-n2c(=O)c3ccccc3n(CC(=O)NCCc3ccccc3)c2=O)c(OC)c1
  -1.5% | -14% | 7%[76.3 µM]
> CCCCN(Cc1ccccc1)S(=O)(=O)c1cc(Br)cc2c1N(C(=O)C1CC1)CC2
  -1.0% | -21% | 4%[76.3 µM]
> O=C(CCc1nnc2n(Cc3ccccc3Cl)c(=O)c3ccccc3n12)Nc1ccc(F)cc1
  2.7% | -16% | 10%[76.3 µM]
> COc1cc(S(=O)(=O)NCCc2c(C)[nH]c3ccccc23)c(C)cc1C
  3.2% | 13µM*[quencher] | -20%[76.3 µM]
> CCC1CCCCN1C(=O)Cn1c(=O)n(CCCCCC(=O)NCc2ccccc2Cl)c(=O)c2sccc21 (centres undefined)
  2.6% | -7% | 3%[76.3 µM]
> CC(C)(C)OC(=O)N1CCC(c2nnc(SCc3ccccc3Cl)o2)CC1
  0.0% | -7% | 1%[76.3 µM]
> Cc1cccc(OCC(=O)Nc2ccc(-c3nc4ccccc4o3)cc2)c1C
  u | -7% | -3%[76.3 µM]
> CC(C)c1ccc(NC(=O)CN(C)S(=O)(=O)c2ccc3c(c2)c(=O)n(C)c(=O)n3C)cc1
  -1.1% | -21% | 18%[76.3 µM]
> Cc1cc(C)c(NC(=O)Cn2nnc(-c3ccccc3)n2)c(C)c1
  -1.1% | -8% | 7%[76.3 µM]
> COc1ccc2c(Sc3ccccc3)c(C(=O)NCC(C)c3ccccc3)[nH]c2c1 (centres undefined)
  -2.4% | -5% | 9%[76.3 µM]
> COc1ccc(C2c3c(oc4cc(C)cc(C)c4c3=O)C(=O)N2Cc2ccco2)cc1OC (centres undefined)
  -1.8% | 10% | u
> CC1CCCN(S(=O)(=O)c2ccc(NC(=O)c3nc(SC(C)C)ncc3Cl)cc2)C1 (centres undefined)
  -1.2% | u | -14%[76.3 µM]
> CCOc1ccc(C2C(C(=O)Nc3ccc(Cl)cc3)=C(C)Nc3nc(C(F)(F)F)nn32)cc1 (centres undefined)
  -1.8% | -7% | 0%[76.3 µM]
> COC(=O)c1c(C)oc2ccc(N(C(=O)Oc3ccccc3)S(=O)(=O)c3ccc(C(C)(C)C)cc3)cc12
  -0.8% | -10% | -1%[76.3 µM]
> CCOc1ccc(C(=O)NCc2nc(-c3ccc(Cl)cc3)no2)cc1OCC
  -1.9% | -6% | 15%[76.3 µM]
> CCN(CC)S(=O)(=O)c1ccc(C(=O)NCCSc2c(-c3ccccc3)[nH]c3ccccc23)cc1
  -2.3% | 4.5µM*[quencher] | -7%[76.3 µM]
> O=C(Nc1ccc(Cl)cc1)C1CCCN(S(=O)(=O)c2ccc3[nH]c(=O)ccc3c2)C1 (centres undefined)
  8.9% | -21% | -2%[76.3 µM]
> Cc1cccc(-c2nc3c4ccccc4nc(N4CCN(c5cccc(Cl)c5)CC4)n3n2)c1
  0.8% | -3% | -9%[76.3 µM]
> CCOC(=O)c1cnc2cc(-c3ccc(OCC)cc3)nn2c1-c1ccccc1
  -1.6% | -6% | 11%[76.3 µM]
> CC(=O)c1cc(C(=O)Nc2cc(C)cc(C)c2)c2ccccn12
  -0.9% | -30% | 7%[76.3 µM]
> CCOc1ccc(/C=C/c2nc(C#N)c(NC(C)CC)o2)cc1 (centres undefined)
  -2.3% | -21% | -24%[76.3 µM]
> Cc1cc(C)cc(N2CCn3c2nc2c3c(=O)n(Cc3ccc(Cl)cc3)c(=O)n2C)c1
  0.0% | -13% | -5%[76.3 µM]
> COc1ccc(C2CC(=O)N(CC(=O)Nc3ccc(C(C)=O)cc3)c3ccccc3S2)cc1OC (centres undefined)
  0.8% | u | 7%[76.3 µM]
> COc1ccc(-n2nc(-c3ccc(C)cc3)c3cnc4cc(F)c(F)cc4c32)cc1
  -0.8% | 3% | 12%[76.3 µM]
> CCCN(CCC)CCCNC(=O)C1CCN(S(=O)(=O)c2cccc3nsnc23)CC1
  1.3% | -6% | -5%&14%[76.3 µM]
> CCc1ccc(NC(=O)Cn2ccn(-c3ccc(C)c(C)c3)c(=O)c2=O)cc1
  0.0% | -12% | -5%[76.3 µM]
> CC(=O)c1cccc(NC(=O)c2nc(-c3ccccc3)n(-c3ccccc3)n2)c1
  -3.5% | -6% | -7%[76.3 µM]
> CCn1c2ccccc2c2nnc(N3CCN(c4ccc(OC)cc4)CC3)nc21
  0.8% | -18% | -9%[76.3 µM]
> Cc1ccc(OCCCCn2nnc3sc4c(c3c2=O)CCCC4)cc1
  3.2% | -19% | -12%[76.3 µM]
> Cc1ccc(CN(Cc2ccco2)C(=O)COc2cc(C)c(Cl)c(C)c2)cc1
  1.1% | -11% | 9%[76.3 µM]

Some of these compounds in order of count of non-hydrogen atoms, rising.
Results follow in this order: Epigenetic reg | Tau fluor cs | GAA glycogen mod
> CCOc1ccc(/C=C/c2nc(C#N)c(NC(C)CC)o2)cc1 (centres undefined)
  -2.3% | -21% | -24%[76.3 µM]
> CCc1ccc(NC(=O)Cn2ccn(-c3ccc(C)c(C)c3)c(=O)c2=O)cc1
  0.0% | -12% | -5%[76.3 µM]
> Cc1cccc(-c2nc3c4ccccc4nc(N4CCN(c5cccc(Cl)c5)CC4)n3n2)c1
  0.8% | -3% | -9%[76.3 µM]
> CCN(CC)S(=O)(=O)c1ccc(C(=O)NCCSc2c(-c3ccccc3)[nH]c3ccccc23)cc1
  -2.3% | 4.5µM*[quencher] | -7%[76.3 µM]
> COC(=O)c1c(C)oc2ccc(N(C(=O)Oc3ccccc3)S(=O)(=O)c3ccc(C(C)(C)C)cc3)cc12
  -0.8% | -10% | -1%[76.3 µM]

3 compounds already listed, sorted by the value under Epigenetic reg, falling:
Compound	Epigenetic reg
CCc1ccc(NC(=O)Cn2ccn(-c3ccc(C)c(C)c3)c(=O)c2=O)cc1	0.0%
COc1ccc(-n2nc(-c3ccc(C)cc3)c3cnc4cc(F)c(F)cc4c32)cc1	-0.8%
CCN(CC)S(=O)(=O)c1ccc(C(=O)NCCSc2c(-c3ccccc3)[nH]c3ccccc23)cc1	-2.3%

(further entries)
Results follow in this order: Epigenetic reg | Tau fluor cs | GAA glycogen mod
> Cc1ccccc1C(=O)Nc1sc2c(c1C(=O)N1CCC(C)CC1)CCC(C)C2 (centres undefined)
  -2.9% | -15% | 2%[76.3 µM]
> Cc1nnc(NC(=O)c2nc(SC(C)C)ncc2Cl)s1
  0.7% | 3% | -1%[76.3 µM]
> CCCn1c2ccccc2c2cnn(CC(=O)N3CCC(C(=O)OCC)CC3)c(=O)c21
  -0.2% | -5% | 14%[76.3 µM]
> COc1ccc(Cn2cc(C(=O)c3ccc(F)cc3)c(=O)c3cc4c(cc32)OCCO4)cc1
  -0.3% | -5% | -5%[76.3 µM]
> CC1=C(C(=O)NCc2cccc(F)c2)C2(CCCCC2)OC1=O
  0.0% | -6% | x
> COc1cccc(-c2cc(C(=O)N3CCN(c4ccc(F)cc4)CC3)no2)c1
  -0.9% | -19% | 3%&-10%[76.3 µM]
> Cc1ccc(OCC(=O)Nc2ccc3nn(-c4ccc(C)cc4)nc3c2)cc1
  0.0% | -3% | -8%[76.3 µM]
> COC(=O)c1ccccc1NC(=O)c1cc2c(-c3ccc(OC)c(OC)c3)nn(C)c2s1
  0.1% | -9% | 18%[76.3 µM]
> Cc1ccc([C@H]2Nc3ccc(S(=O)(=O)Nc4cccc(Cl)c4C)cc3[C@H]3C=CC[C@H]32)cc1
  -1.0% | u | u
> CCOCCCn1c(SCC(=O)Nc2ccccc2OC)nc2c(oc3ccccc32)c1=O
  0.0% | -20% | 12%[76.3 µM]
> COc1cc(OC)c(NC(=O)N2CCc3cc(S(=O)(=O)N4CCC(C)CC4)ccc32)cc1Cl
  -1.6% | -7% | 10%[76.3 µM]
> CCOC(=O)c1c(-c2ccccc2)oc2ccc(NS(=O)(=O)c3ccc(C)cc3C)cc12
  0.4% | u | -17%[76.3 µM]
> CCN(CC)CCCNC(=O)C(C)n1nc(C)n2c(cc3occc32)c1=O (centres undefined)
  0.0% | -1% | -7%[76.3 µM]
> Cc1ccc2c(c1)N(C(=O)N1CCC(C(=O)NCc3cccc(Br)c3)CC1)CCO2
  0.0% | u | -9%[76.3 µM]
> COc1ccc(Br)cc1CN1C(=O)c2ccccc2C1C(=O)NC1CCCCCC1 (centres undefined)
  0.9% | -21% | 3%[76.3 µM]
> Cc1ccc(S(=O)(=O)c2cn(CC(=O)Nc3ccccc3)c3cc4c(cc3c2=O)OCO4)cc1
  -4.0% | -22% | 13%[76.3 µM]
> C=C(C)Cn1c(SCC(=O)c2ccc(Br)cc2)nc2sc3c(c2c1=O)CCCC3
  -0.8% | -7% | 11%[76.3 µM]

High-throughput results as filed in PubChem BioAssay.
